Screening data from PubChem.
KinaseGlo FLuc – Kinase-Glo luciferase inhibition (counter-screen); Q27757; Kinase-Glo luciferase, ATP luminescence, 8 min; Potency, µM (top dose mostly 38.3 µM), inactives show top-dose activity change, negative = inhibition, actives largely listed as inhibitors; 200,000 compounds, 0.28% hits; also: potency is read from the fitted curve at half-maximal effect; % is scaled to controls: 0 for no effect and ±100 for the full control effect; nearly all actives have a fitted effect of over 60% in size
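Substrate mix (final 50 mM imidazole pH 7.2, 50 mM KCl, 7 mM MgCl2, 10 uM ATP, 0.01% Tween 20, 0.05% BSA) plus pin-tool compound, then Kinase-Glo detection mix; 8 min ambient, luminescence read.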
Lamin A splicing – changes lamin A minigene splicing in HeLa cells. HeLa LMNA splicing GFP/RFP minigene ratio, 48 h. Potency, µM (highest dose often 46.1 µM), without a hit: at the top dose ratio change, negative = inhibition, usual class: inhibitors. 200,000 compounds, 0.01% hits; active = well fitted inhibition curve with a large enough effect in the signal ratio, with a control signal flat, not every such curve was filed as active; inconclusive = small, poorly fitted or top-dose-only effect, or effect the other way, or a change in a side signal; the % refers to the signal ratio; also: potency is read from the fitted curve at half-maximal effect; % is scaled to controls: 0 for no effect and ±100 for the full control effect
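S3 HeLa stable clones carrying a lamin A-EGFP splicing minigene plus DsRed2 were seeded at 600 cells/well in Opti-MEM with 2% FBS, pin-dosed and incubated 48 h at 37°C. Acumen cytometry (488 nm) gave the GFP/RFP total-intensity ratio.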
HttQ103 aggreg – mutant huntingtin aggregation inhibition; Potency, µM (highest dose often 46.1 µM), for the others: top-dose activity change, negative = inhibition, most hits filed as inhibitors; PC12 HttQ103-GFP aggregates, Acumen cytometry, 40 h; 220,000 compounds, 1.1% hits; AID 1688; also: potency is read from the fitted curve at half-maximal effect; % is scaled to controls: 0 for no effect and ±100 for the full control effect; nearly all actives have a fitted effect of over 60% in size
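Ecdysone-promoter PC12 model expressing HTT exon 1 Q103 fused to GFP, induced by tebufenozide at 100 nM final. Compounds titrated; aggregates sized 1–25 µm scored on a 488 nm laser cytometer.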
NPSR antag – antagonists of human neuropeptide S receptor cAMP signaling | Potency, µM (highest dose often 38.3 µM), inactives show at the top dose activity change, negative = inhibition, actives largely listed as inhibitors | CHO-NPSR cells, cAMP TR-FRET, antagonist mode | AID 1461 | Q6W5P4 | 220,000 compounds, 1% hits; also: potency is read from the fitted curve at half-maximal effect; % is scaled to controls: 0 for no effect and ±100 for the full control effect; nearly all actives have a fitted effect of over 50% in size; many of its hits are not listed in these tables
Target sequence (Q6W5P4 whole entry, looked up): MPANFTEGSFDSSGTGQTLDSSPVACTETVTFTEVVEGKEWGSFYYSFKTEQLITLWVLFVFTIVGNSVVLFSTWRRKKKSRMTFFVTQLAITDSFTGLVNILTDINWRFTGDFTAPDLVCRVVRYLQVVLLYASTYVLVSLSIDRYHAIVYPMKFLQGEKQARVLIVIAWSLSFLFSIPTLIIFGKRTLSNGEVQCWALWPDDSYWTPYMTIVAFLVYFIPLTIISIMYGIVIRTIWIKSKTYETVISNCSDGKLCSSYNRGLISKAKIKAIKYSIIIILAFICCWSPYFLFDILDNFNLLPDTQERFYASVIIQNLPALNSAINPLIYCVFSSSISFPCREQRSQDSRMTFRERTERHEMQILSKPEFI
CBFb-RUNX1 inh – blocks binding between human CBF-beta and RUNX1. Q01196+Q13951. AlphaScreen CBFb-His/RUNX1-biotin binding, biochemical. Potency, µM (top dose mostly 59.8 µM), for inactives: at the highest dose activity, negative = inhibition, most hits filed as inhibitors. 230,000 tested, under 10 active. AID 1477; also: % of control where 0% means no effect
Target sequence (Q01196 whole entry, looked up): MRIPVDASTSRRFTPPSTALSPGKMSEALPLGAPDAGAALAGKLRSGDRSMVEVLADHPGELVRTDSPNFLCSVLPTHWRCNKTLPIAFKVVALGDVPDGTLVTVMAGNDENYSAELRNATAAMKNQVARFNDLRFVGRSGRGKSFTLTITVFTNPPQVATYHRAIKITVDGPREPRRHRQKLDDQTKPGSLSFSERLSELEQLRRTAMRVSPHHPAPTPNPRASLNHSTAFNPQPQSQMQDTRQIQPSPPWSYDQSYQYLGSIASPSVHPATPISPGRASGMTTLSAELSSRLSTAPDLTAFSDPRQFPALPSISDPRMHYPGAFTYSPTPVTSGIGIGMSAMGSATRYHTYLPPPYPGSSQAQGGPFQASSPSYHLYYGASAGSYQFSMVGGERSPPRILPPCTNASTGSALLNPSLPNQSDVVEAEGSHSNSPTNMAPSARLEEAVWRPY
Target sequence (Q13951 whole entry, looked up): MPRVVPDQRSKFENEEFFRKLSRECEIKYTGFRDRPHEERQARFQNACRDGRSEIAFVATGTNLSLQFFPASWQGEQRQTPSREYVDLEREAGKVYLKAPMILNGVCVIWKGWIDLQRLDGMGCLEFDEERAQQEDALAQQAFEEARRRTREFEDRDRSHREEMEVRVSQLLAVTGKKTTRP
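CBFb-His/RUNX1-biotin, 30 nM each, preincubated 20 min RT; compound 15 min RT; Ni + streptavidin beads 50 ng each, 90 min RT; AlphaScreen read.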
Epigenetic reg – epigenetic control regulation, reporter derepression | murine LDR cells, GFP reporter derepression, 30 h | Potency, µM (series often up to 53.9 µM), inactives show at the highest dose GFP activation, hits mostly activators | 280,000 compounds, 0.2% hits; also: potency is read from the fitted curve at half-maximal effect; % of control where 0% means no effect; nearly all actives have a fitted effect of over 60% in size
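Murine LDR cells carrying a silenced, genomically integrated CMV-driven GFP reporter were exposed to compound for 30 hours at 37 C. After PBS washes, GFP-positive cells (20–120 um objects) were counted by laser-scanning microplate cytometry.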
IMPase Li cell – IMPase inhibition in cells with lithium potentiation; AID 1457; 210,000 compounds, 0.35% hits; Potency, µM (highest dose often 59.4 µM), for inactives: at the top dose activity, negative = IMPase inhibition, usual class: inhibitors; CHO-M1 cells, IP1 TR-FRET (IP-One), carbachol + lithium;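 also: IP1 builds up when IMPase is blocked and the TR-FRET signal falls; potency is read from the fitted curve at half-maximal effect; plate controls were basal vehicle for no effect and high inhibitor control for full effect; nearly all actives have a fitted effect of over 50% in size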
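Concentration–response in CHO-M1 cells, lithium-potentiated; 30 min at 37C. IP1 detected by competitive TR-FRET after 10 min lysis at RT. Hill-fitted AC50.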
* hit, by the source's call; ? = inconclusive; · = no result given; [ ] = remark or other dose. Unless noted, calls follow the shape of the dose curve; as a rule, active = well fitted curve in the direction sought with a large enough effect; inconclusive = small, poorly fitted or top-dose-only effect, or another doubt; inactive = no such curve, though single readings can be large; an effect the other way counts as inactive or inconclusive.

Structure | KinaseGlo FLuc | Lamin A splicing | HttQ103 aggreg | NPSR antag | CBFb-RUNX1 inh | Epigenetic reg | IMPase Li cell
CCOc1ccccc1C1CC(c2ccc(Br)cc2)Nc2nc(N)nn21 (configuration not stated) | 1% | ? | 12% | -25% | -4% | 0.0% | 17%
COc1cc(OC)cc(C(=O)N2CCN(C(=O)c3ccc(OC)c(OC)c3)CC2)c1 | 1% | -7% | -3% | -5%[46.1 µM] | 8% | 1.0% | -5%
Cc1cccc(CNc2ncnc3ccc(-c4cccnc4)cc23)c1 | -2% | ? | · | · | · | 3.5% | 32%
CCOC(=O)C1CCN(S(=O)(=O)c2ccc(OC)c(Cl)c2)CC1 | 0% | 2%[46 µM] | -2%[9.22 µM] | -4% | 4% | 1.3%[10.1 µM] | -1%
Cc1nc2c(c(C)c1C#N)C(=O)c1ccccc1-2 | -4% | -23% | 8% | 5% | -8% | -1.3% | 3%
O=C(NC1(C(F)(F)F)NC(=O)N(Cc2cccnc2)C1=O)c1ccc(F)cc1 (configuration not stated) | 4% | 6% | 11% | 0%[46.1 µM] | 2% | -2.3% | -8%[38.3 µM]
O=C(O)c1cccc(S(=O)(=O)NCc2cccs2)c1 | -2% | 2% | 2% | 11%[46.1 µM] | 6% | 0.0% | 0%[38.3 µM]
CCOC(=O)C1CCCN(S(=O)(=O)Cc2ccccc2)C1 (configuration not stated) | -2% | 3% | -3% | 11%[46.1 µM] | 3% | 0.0% | 26%[38.3 µM]
Cc1cc(Oc2ccc(Cl)cc2)nc(SCC(=O)c2ccccc2)n1 | -1% | ? | -16% | -32% | 9% | -1.1% | 10%
Cc1cc(/C=N\NC(=O)CC(=O)NC2CCCCC2)c(C)n1-c1ccc(Cl)cc1 | 5% | -6% | -15% | 20%[46.1 µM] | -9% | 3.5% | 12%
CCOc1ccc(NC(=O)c2sc(N3CCOCC3)nc2-c2ccccc2)cc1 | 4% | -1% | -6% | 5% | 6% | -1.0% | -6%
O=C(O)COc1ccc2nsnc2c1Cl | -3% | 6% | -5% | 13µM* | 12% | 0.0% | -28%[38.3 µM]
CCN(CC)CCN1C(=O)C(=O)/C(=C(/O)c2ccc3c(c2)CC(C)O3)C1c1ccc(OC)cc1 (configuration not stated) | · | · | -8%[9.22 µM] | -9% | 1% | 1.1% | ·
CCCCC(=O)Nc1ccc(C(N)=O)cc1 | 0% | 4% | 13% | 7%[46.1 µM] | 3% | -0.7% | 1%[38.3 µM]
Cc1cnc(NC(=O)CSc2nnc(-c3ccccc3)n2Cc2ccccc2)s1 | 1% | -4% | -16% | -11%[46.1 µM] | 2% | 2.4% | 10%
Cc1ccc(Cl)c(OCC(=O)NCc2ccco2)c1 | -3% | 15% | 3% | -12%[46.1 µM] | 0% | -1.0% | 23%[38.3 µM]
Cc1ccc(-c2noc(C3CCN(S(C)(=O)=O)CC3)n2)o1 | 0% | 5% | -9% | -5%[7.67 µM] | 15% | 2.2% | -14%[38.3 µM]
CCCCCc1nc2c(c(=O)c3ccccc3n2C)c(=O)n1Cc1ccc(OC)cc1 | · | · | 14%[9.22 µM] | 8%[7.67 µM] | 2% | -0.3% | ·
CC1Cn2c(CCc3ccccc3)nnc2S1 (configuration not stated) | -1% | 1% | -21% | 4%[46.1 µM] | 2% | -1.1% | 22%[38.3 µM]
CN(Cc1ccccc1F)c1nc(-c2cccs2)nc2ccccc12 | 3% | ? | -2% | -41% | -1% | -3.8% | 9%
COc1cc(CNn2nnnc2N)ccc1OCc1c(Cl)cccc1Cl | -4% | 28% | -2% | -9%[46.1 µM] | 3% | 0.4% | 4%[38.3 µM]
COc1ccc(CN(C(=O)c2ccccc2OC)C2CCS(=O)(=O)C2)cc1 (configuration not stated) | 5% | 23% | 4% | 1%[46.1 µM] | 13% | -2.0% | 29%[38.3 µM]
Cc1nn(Cc2ccccc2)c(C)c1/C=N/NC(=O)c1ccncc1 | · | · | -4%[9.22 µM] | -11% | 3% | 2.1% | ·
COc1ccc(N2CCN(C(=O)c3cn(C4CCCC4)c(=O)c4c3c3ccccc3n4C)CC2)cc1 | 13% | 8% | -10% | -22%[46.1 µM] | ? | 1.7% | 23%[38.3 µM]
COc1ccc(CCNCC(O)COc2cccc(Br)c2)cc1OC (configuration not stated) | · | · | 1%[9.22 µM] | -23% | 11% | -3.1% | ·

Entries listed so far shown as hits in NPSR antag:
| SMILES | HttQ103 aggreg | NPSR antag | CBFb-RUNX1 inh | Epigenetic reg | IMPase Li cell |
| --- | --- | --- | --- | --- | --- |
| O=C(O)COc1ccc2nsnc2c1Cl | -5% | 13µM* | 12% | 0.0% | -28%[38.3 µM] |

The main list resumes with the two entries that preceded the break.
Second line of a record – KinaseGlo FLuc | Lamin A splicing | HttQ103 aggreg | NPSR antag | CBFb-RUNX1 inh | Epigenetic reg | IMPase Li cell
COc1ccc(N2CCN(C(=O)c3cn(C4CCCC4)c(=O)c4c3c3ccccc3n4C)CC2)cc1
 : 13% | 8% | -10% | -22%[46.1 µM] | ? | 1.7% | 23%[38.3 µM]
COc1ccc(CCNCC(O)COc2cccc(Br)c2)cc1OC (configuration not stated)
 : · | · | 1%[9.22 µM] | -23% | 11% | -3.1% | ·
Cc1ccc(NC(=O)CCCCCC2NC(=O)NC2C)cc1 (configuration not stated)
 : 0% | 2% | 6% | -12%[46.1 µM] | · | 1.2% | 22%[38.3 µM]
COc1ccc(/C=C2/SC(=O)N(CCNC(=O)C3COc4ccccc4O3)C2=O)cc1 (configuration not stated)
 : -1% | 5% | -17% | 4% | 1% | 0.0% | 12%
CCOc1cc(CN2CCN(C(=O)CC(C)C)CC2)ccc1OC
 : -2% | 4% | 9% | -25%[7.67 µM] | 1% | 0.3% | 1%[38.3 µM]
CN(C)C(=O)C[n+]1ccc(C(N)=O)cc1
 : · | · | 1%[9.22 µM] | 7% | 1% | -2.4% | ·
COc1ccc(CCC(=O)Nc2nc3ccccc3[nH]2)cc1OC
 : -1% | 3% | -9% | -10%[46.1 µM] | -5% | -2.8% | -8%[38.3 µM]
O=C(CSc1nnc2ccccn12)Nc1cccc(S(=O)(=O)N2CCOCC2)c1
 : 2% | -10% | -1% | 12% | 3% | -1.0% | 2%
CCOC(=O)c1ccc(N2C(=O)c3n[nH]c(C)c3C2c2ccc(OC)cc2)cc1 (configuration not stated)
 : -1% | 0% | 10% | -12%[7.67 µM] | -16% | 1.6% | -2%[38.3 µM]
COC(=O)c1cc(-c2ccc(OC)c(OC)c2)on1
 : · | 7% | 9% | -20%[46.1 µM] | 3% | -8.8% | ·
C=CCN1C=C2C(=O)C(C)(OC(=O)CCc3ccccc3)C(=O)C=C2C=C1c1ccc(C#N)cc1 (configuration not stated)
 : -4%[7.66 µM] | 8%[9.22 µM] | 25%[9.22 µM] | -12% | 1%[13.1 µM] | -1.1% | -3%
CCn1cc(/C=N\NC(=O)c2ccc(F)cc2)cn1
 : -1% | -8% | -5% | 9% | -3% | -2.2% | -1%
CCOC(=O)N1CCN(C(=O)c2ccccc2-c2ccccc2)CC1
 : 2% | ? | 15% | 14% | -5% | -1.0% | 10%
COc1cccc(C2C(C#N)=C(C)NC3=C2C(=O)CC(C)(C)C3)c1 (configuration not stated)
 : -1% | -3% | 8% | -4% | -4% | -0.1% | -1%
O=C(O)c1cnc(-c2ccccc2)nc1Sc1ccc(Cl)cc1Cl
 : 1% | 6% | -4% | -5%[46.1 µM] | 0% | -1.3% | -4%[38.3 µM]
COc1cccc(-c2nc(Nc3ccncc3)c3ccccc3n2)c1
 : -1% | ? | · | · | · | -0.1% | 12%
COc1ccc(/C=C/C(=O)Oc2cc(C)[nH]c(=O)c2[N+](=O)[O-])cc1OC
 : -2% | · | -13% | 9% | 3% | -1.2% | 10%

Some of these compounds in order of their number in IMPase Li cell, high to low:
SMILES	HttQ103 aggreg	NPSR antag	CBFb-RUNX1 inh	Epigenetic reg	IMPase Li cell
COc1ccc(/C=C2/SC(=O)N(CCNC(=O)C3COc4ccccc4O3)C2=O)cc1 (configuration not stated)	-17%	4%	1%	0.0%	12%
COc1ccc(/C=C/C(=O)Oc2cc(C)[nH]c(=O)c2[N+](=O)[O-])cc1OC	-13%	9%	3%	-1.2%	10%
O=C(CSc1nnc2ccccn12)Nc1cccc(S(=O)(=O)N2CCOCC2)c1	-1%	12%	3%	-1.0%	2%

Additional results follow:
Second line of a record – KinaseGlo FLuc | Lamin A splicing | HttQ103 aggreg | NPSR antag | CBFb-RUNX1 inh | Epigenetic reg | IMPase Li cell
COc1ccc(NC(=O)CSc2nc3ccc(OC)cc3[nH]2)cc1
 : · | · | 30%[9.22 µM] | 8% | 0% | 1.1% | ·
S=c1[nH]nc([C@@H]2C[C@H]2c2ccccc2)n1-c1ccccc1Cl
 : · | · | -6%[9.22 µM] | ? | 1% | 1.1% | ·
COc1ccc(C(=O)/C=C/c2ccc(OC3CSC3)cc2)cc1OC
 : -17% | ? | 2% | 3% | -3% | 1.5% | 14%
CC(=O)c1c(C)[nH]c(C(=O)NCCc2ccc(Cl)cc2)c1C
 : 0% | -9%[46 µM] | -19% | -7% | -6% | -1.6% | -4%

One compound at a time (already shown). Screens in order: KinaseGlo FLuc, Lamin A splicing, HttQ103 aggreg, NPSR antag, CBFb-RUNX1 inh, Epigenetic reg, IMPase Li cell
`C=CCN1C=C2C(=O)C(C)(OC(=O)CCc3ccccc3)C(=O)C=C2C=C1c1ccc(C#N)cc1` (configuration not stated) is listed as -4%[7.66 µM], 8%[9.22 µM], 25%[9.22 µM], -12%, 1%[13.1 µM], -1.1%, -3%
`Cc1ccc(-c2noc(C3CCN(S(C)(=O)=O)CC3)n2)o1` is listed as 0%, 5%, -9%, -5%[7.67 µM], 15%, 2.2%, -14%[38.3 µM]
`CC1Cn2c(CCc3ccccc3)nnc2S1` (configuration not stated) is listed as -1%, 1%, -21%, 4%[46.1 µM], 2%, -1.1%, 22%[38.3 µM]

A portion of the library; count on the stated rates, not on these rows.
